# PLK1 PBD block: PLK1 (human) polo-box domain binding inhibition. Plk1 PBD binding of FITC phosphopeptide, fluorescence polarization. 360,000 compounds, 2.8% hits. Potency, µM, for inactives: max response, negative = inhibition, actives largely listed as inhibitors. P53350; also: potency is read from the fitted curve at half-maximal effect; series mostly up to about 57 µM; % is scaled to controls: 0 for no effect and ±100 for the full control effect; nearly all actives have a fitted effect of over 65% in size
# Target sequence (P53350 whole entry, looked up, the tested form may be a part): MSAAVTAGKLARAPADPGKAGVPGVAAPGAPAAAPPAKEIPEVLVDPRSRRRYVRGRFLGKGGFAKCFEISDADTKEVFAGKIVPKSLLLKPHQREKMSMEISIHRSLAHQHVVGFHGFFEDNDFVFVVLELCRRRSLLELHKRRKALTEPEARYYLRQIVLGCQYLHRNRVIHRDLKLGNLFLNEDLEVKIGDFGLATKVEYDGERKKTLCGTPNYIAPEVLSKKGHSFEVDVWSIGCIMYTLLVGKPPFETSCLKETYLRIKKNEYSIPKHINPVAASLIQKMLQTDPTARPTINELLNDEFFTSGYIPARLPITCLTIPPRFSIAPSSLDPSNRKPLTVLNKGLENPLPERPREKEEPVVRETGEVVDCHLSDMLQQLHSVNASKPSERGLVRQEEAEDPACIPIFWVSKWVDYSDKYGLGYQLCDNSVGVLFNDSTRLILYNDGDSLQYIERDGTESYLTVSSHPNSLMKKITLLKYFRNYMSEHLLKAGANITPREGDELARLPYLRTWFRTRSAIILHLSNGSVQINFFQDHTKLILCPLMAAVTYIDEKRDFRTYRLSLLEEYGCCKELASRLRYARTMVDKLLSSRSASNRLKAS
# GLP1R ag: GLP-1 receptor (human) agonism. 380,000 compounds, 0.007% hits. P43220. Potency, µM (highest dose often 45.6 µM), without a hit: at the top dose activation, actives largely listed as activators. AID 624172. HEK293 GLP-1R CRE-luciferase, luminescence, 4-6 h; cells express a hypersensitive GLP-1R form; also: potency is read from the fitted curve at half-maximal effect; % of control where 0% means no effect
# GLP1R inv ag: GLP-1 receptor (human) inverse agonism; P43220; HEK293 GLP-1R CRE-luciferase, luminescence, 24 h; GLP-1R form is constitutively active; Potency, µM (series often up to 38.3 µM), for the others: at the highest dose activity change, negative = inhibition, actives largely listed as inhibitors; 410,000 compounds, 1.6% hits; AID 624417; also: potency is read from the fitted curve at half-maximal effect; % is scaled to controls: 0 for no effect and ±100 for the full control effect; nearly all actives have a fitted effect of over 55% in size
#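 Cells are plated, allowed 12 hours at 37 deg C, then treated with compounds for 24 hr before luciferase detection reagent is added and luminescence is read after 12 min at room temperature. The HEK293 line carries constitutively active GLP-1R with a cAMP-responsive reporter.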
# IL2 activator: IL-2 activation; IL-2 activation reporter assay, cell-based qHTS; stimulated with anti-CD3/CD4/CD28 beads; in transgenic mouse T cells; activation, % (series mostly up to about 46 µM); 360,000 compounds, 0.065% hits; AID 652025; in the data active = activation above about 50%; inconclusive = mostly about 30% to 49%; also: 0% is about no effect
#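 First, unstimulated transgenic mouse T cells were exposed to compound for 60 min. Next, anti-CD3/anti-CD4-coated beads with anti-CD28 were added. Finally, after 18 h at 37 degrees C, EGFP and DsRed were imaged.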
# DRD3 agonist: D3 dopamine receptor (human) agonism. AID 652048. D3R DiscoveRx beta-arrestin cells, luminescence, 90 min. 410,000 compounds, 0.58% hits. max activation, %; in the data active = max activation above about 30%; also: 0% is about no effect; mostly tested at two doses, the higher about 12 µM
# Target sequence (P35462 whole entry, looked up): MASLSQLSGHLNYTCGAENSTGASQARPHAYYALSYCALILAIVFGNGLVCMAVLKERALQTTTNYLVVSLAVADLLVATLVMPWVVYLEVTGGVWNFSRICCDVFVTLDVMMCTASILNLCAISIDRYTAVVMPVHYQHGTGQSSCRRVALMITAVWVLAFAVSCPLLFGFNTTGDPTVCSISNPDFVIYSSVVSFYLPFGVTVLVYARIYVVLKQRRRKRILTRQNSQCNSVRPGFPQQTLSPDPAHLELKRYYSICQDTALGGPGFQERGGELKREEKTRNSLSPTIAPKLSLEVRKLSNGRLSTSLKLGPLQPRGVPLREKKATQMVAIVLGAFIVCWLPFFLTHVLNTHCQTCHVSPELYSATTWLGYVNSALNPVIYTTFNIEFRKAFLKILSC
#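 Agonist-mode cell screen: cells plated at 1500/well and incubated overnight at 37 °C, then exposed to library compounds for 90 min at 37 °C. Detection reagent was added for 30–60 min at room temperature, and luminescence was read.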
# PI5P4K alpha inh: blocks human PI5P4K alpha kinase activity; P48426; PI5P4Kalpha enzyme, ADP-Glo luminescence, 60 min; active compounds read low; max response, %; 330,000 compounds, 1.2% hits; AID 652105; active = max response of -50% or lower; inconclusive = between -30% and -50%; inactive = -30% or higher; also: value at the top dose of about 77 µM; % is scaled to controls: 0 for no effect and ±100 for the full control effect
#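 Quantitative HTS of the MLSMR library against PI5P4Kalpha with substrate. ATP added last at 5 microM final; room temperature, 60 minutes. Remaining ATP depleted, ADP converted and read as luminescence.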
# WRN helicase inh: blocks human WRN helicase; AID 651768; Potency, µM (top dose mostly 114 µM), for the others: top-dose activity change, negative = inhibition, usual class: inhibitors; 360,000 compounds, 0.46% hits; WRN helicase unwinding, fluorescent forked duplex, kinetic; Q14191; also: potency is read from the fitted curve at half-maximal effect; % is scaled to controls: 0 for no effect and ±100 for the full control effect; nearly all actives have a fitted effect of over 55% in size
#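 Kinetic fluorescence helicase assay: unwinding of a quenched forked DNA duplex (100 nM final) with 2 mM ATP final raises red fluorescence (525/598 nm). Compounds sat 15 min at room temperature with 20 nM WRN beforehand.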
# DRD3 antagonist: antagonists of human D3 dopamine receptor. max response, negative = inhibition, %. P35462. 360,000 compounds, 2.5% hits. D3R cells, DiscoveRx beta-arrestin luminescence, antagonist mode; active compounds read low; in the data active = max response below about -50%; inconclusive = no clear call, values can overlap the other calls; also: % is scaled to controls: 0 for no effect and ±100 for the full control effect; mostly tested at two doses, the higher about 12 µM
#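 Cells expressing the human receptor were seeded at 1500 cells/well, incubated overnight at 37 degrees C in 5% CO2, then exposed to library compounds with dopamine controls for 90 minutes at 37 degrees C before luminescent detection.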
# GLP1R cytotox: cytotoxicity in counter-screen for GLP-1R inverse agonists | HEK293 cAMP-luciferase reporter cells, luminescence, 24 h | Potency, µM (highest dose often 38.3 µM), for the others: at the highest dose activity change, negative = inhibition, hits mostly inhibitors | 410,000 compounds, 0.13% hits | AID 624418;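 also: loss of luciferase light is scored as toxicity; potency is read from the fitted curve at half-maximal effect; % is scaled to controls: 0 for no effect and ±100 for the full control effect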
#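 Quantitative HTS format, 1536 wells, 200 cells/uL seeded. Compounds: 23 nL, 24 h, 37 °C. Detection: luciferase reagent, luminescence at 12 min RT; decreased signal taken as cytotoxic.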
# * hit, by the source's call; ? = inconclusive; · = no result given; [ ] = another dose, or the depositor's remark. Unless noted, calls follow the shape of the dose curve; as a rule, active = well fitted curve in the direction sought with a large enough effect; inconclusive = small, poorly fitted or top-dose-only effect, or another doubt; inactive = no such curve, though single readings can be large; an effect the other way counts as inactive or inconclusive. Hits appear at their usual frequency; overall some 7.8% were active at least once.
SMILES,PLK1 PBD block,GLP1R ag,GLP1R inv ag,IL2 activator,DRD3 agonist,PI5P4K alpha inh,WRN helicase inh,DRD3 antagonist,GLP1R cytotox
C=C(C)C1CC=C(C)/C(=N/NC(=O)c2cccc([N+](=O)[O-])c2)C1 (centres undefined),-10%,-4%,?,-0.2,-2,0,-6%,2,-11%
Cn1c(=O)c2c(nc(N3CCc4ccccc4C3)n2C)n(C)c1=O,0%,4%,7%,0.2,-1,-2,-1%,31,-7%
Cc1ccc(S(=O)(=O)N(CCCc2c(C)nc[nH]c2=O)c2ccccc2)cc1,-9%,1%,-7%,-0.3,-8,-5,-13%,-15,-2%
CCCN1CCC(NC(=O)Cc2ccccc2OC)CC1,0%,-3%,-2%,-0.8,-1,0,1%,-4,5%
O=C(CSc1nc(N2CCCCC2)nc(N2CCCCC2)n1)c1ccccc1,30µM*,1%,14%,-0.7,3,4,3%,-8,66%[activator]
c1ccc(N2N=C(c3cccs3)CC2c2ccco2)cc1 (centres undefined),0%,-3%,?,0.3,-1,-1,-19%,?,400%[activator]
NC(=O)C1CCN(C2CC(=O)N(c3cccc(F)c3)C2=O)CC1 (centres undefined),-1%,-12%,1%,-0.2,7,4,2%,-12,10%
Cc1nc(SCC(=O)NCC2CCCO2)c2cc(-c3ccccc3)sc2n1 (centres undefined),-3%,18%,?,0.3,-1,4,-8%,24,1%
C[C@H]1NC(=O)[C@]2(C)[C@@H](c3ccccc3)[C@H]3COc4ccccc4[C@@H]3N2C1=O,-24%,9%,7%,-0.5,9,-12,-3%,4,-1%
O=C(CNC(=O)c1ccc(Cl)cc1)N/N=C/C=C/c1ccccc1,0%,11%,-10%,3.4,2,-8,-6%,-3,5%
Cc1ccccc1-c1ccc2c(c1)O[C@@H](CN(C)Cc1ccc(C(=O)O)cc1)[C@@H](C)CN([C@H](C)CO)S2(=O)=O,9%,-5%,-6%,-3.3,-1,6,2%,17,12%
CCCCCNC(=O)C(c1cccc2ccccc12)n1c(=O)c(-c2ccccc2)nc2ccccc21 (centres undefined),3%,·,9%,-0.1,-2,2,3%,10,1%
O=C(NCc1ccccc1)C1CCCN(S(=O)(=O)c2ccc(-n3cnnn3)cc2)C1 (centres undefined),1%,13%,18%,-2.9,21,2,-5%,17,-5%
O=C(Nc1ccc(N2CCOCC2)cc1Cl)C1CCN(C(=O)OCc2ccccc2)CC1,-2%,11%,?,-0.3,-1,7,-7%,24,?
Cn1c(=O)[nH]c(=O)c2c1nc(SCCO)n2CC(O)COc1ccccc1 (centres undefined),24µM*,-2%,7%,-4.6,6,-17,-5%,3,-5%
COc1cccc(/C=C2\SC(=O)N(CCC(=O)NCCCn3ccnc3)C2=O)c1,-17%,5%,-13%,-0.9,0,-1,7%,-4,-15%
Cc1cc2cc(C)c(NCCNC(=O)c3ccccc3F)nc2cc1C,3%,20%,37%[activator],-3.6,1,3,6%,11,?
COc1cccc(NC(=O)Nc2ccc3snnc3c2)c1,·,-2%,?,·,4,·,·,·,-7%
Cc1cccc(N(C(=O)c2csnn2)C(C(=O)NC(C)(C)C)c2ccncc2)c1 (centres undefined),-8%,5%,3%,-1.7,-1,·,-10%,2,0%
O=C(CN1CCCCC1)Nc1ccccc1NC(=O)CN1CCCCC1,-1%,10%,-15%,0.0,-5,-1,-7%,5,7%
O=C(NCCCN1CCOCC1)c1cccc(S(=O)(=O)N2CCc3ccccc32)c1,9%,-3%,8%,-1.0,-2,0,-2%,11,0%
CC(C)Nc1nc(SCC(=O)Nc2ccccc2)nc(N2CCOCC2)n1,-4%,0%,28%,0.2,-13,-13,-2%,56,4%
Cc1nnc(Sc2nc3c(c(=O)n(C)c(=O)n3C)n2Cc2ccc(Cl)cc2)s1,-7%,-6%,2%,-0.4,0,1,12%,-4,3%
O=C(/C=C/c1ccccc1)N(Cc1cccc(Cl)c1)C1CCS(=O)(=O)C1 (centres undefined),-7%,14%,?,-3.4,-9,3,10%,-14,-62%
CC(C)NC(=O)c1ccc2c(c1)N(Cc1ccccc1)C(=O)C(C)(C)O2,-6%,20%,?,-0.2,-9,1,2%,-30,-9%
CCOc1ccc(C(=O)NCC(=O)N2CCN(C/C=C/c3ccccc3)CC2)cc1OCC,7%,-2%,-29%,-2.6,2,14,0%,-4,-6%
COC(=O)Cn1c(C(F)(F)F)nc2ccccc21,-6%,1%,3%,1.1,-3,5,-1%,-4,0%
Cc1c2c(n3c(nc4ccccc43)c1C#N)N(CCN(C)C)CC2,1%,-2%,21%,-0.8,-3,4,0%,-2,·
Cc1ccc(/C=C/C(=O)OCC(=O)Nc2cccc(S(=O)(=O)N(C)C)c2)o1,-8%,-5%,-2%,-2.7,-3,1,-13%,-11,1%
CC1(C(=O)NS(=O)(=O)C2CC2)CCCN(C(=O)Cc2ccc(F)cc2)C1 (centres undefined),13%,-5%,6%,0.6,2,7,-2%,2,-11%
C[n+]1cccc(/C=N/NC(=O)CC23CC4CC(CC(C4)C2)C3)c1,-7%,5%,18%,0.2,-10,-11,12%,7,24%
Oc1ccc(Br)cc1/C=N/NC(=S)NCCc1ccccc1,-29%,18%,?,-0.5,5,-25,-16%,-19,39%[activator]
Cc1ccc(C(=O)OCC(=O)Nc2c(C)nn(-c3ccccc3)c2C)c(O)c1,-9%,5%,21%,1.7,-6,-7,1%,-23,7%
CC(C)(C)c1csc(NC(=O)c2ccc(Br)o2)n1,1%,1%,10µM*,-2.8,-11,-3,-1%,-18,0%
O=C(NC(=O)c1ccccc1O)c1ccc2c(c1)CCO2,-12%,-3%,?,-5.5,-3,?,-1%,-12,0%
Cc1c(-c2ccccc2Br)nc2ccccc2c1C(=O)O,-7%,-1%,10%,1.0,9,5,-3%,8,-11%
COC(C(=O)Nc1ccc(C(N)=O)cc1)c1ccccc1 (centres undefined),-1%,0%,16%,-0.5,11,7,-6%,11,-2%
O=C1CCC([N+](=O)[O-])C(c2cccc([N+](=O)[O-])c2)N1 (centres undefined),-6%,6%,9%,0.4,-1,0,-4%,1,1%
O=C(O)C1CCCCN1S(=O)(=O)c1cccc2nsnc12 (centres undefined),0%,0%,5%,-0.5,-12,6,0%,6,-7%
C=CCN1CC(O)=C(c2ccccc2)C1=N,-3%,-4%,13%,-2.8,0,·,-1%[57.1 µM],4,-5%

# Reformatted: results already given.
compound | PLK1 PBD block | GLP1R ag | GLP1R inv ag | IL2 activator | DRD3 agonist | PI5P4K alpha inh | WRN helicase inh | DRD3 antagonist | GLP1R cytotox
Oc1ccc(Br)cc1/C=N/NC(=S)NCCc1ccccc1 | -29% | 18% | ? | -0.5 | 5 | -25 | -16% | -19 | 39%[activator]
COC(C(=O)Nc1ccc(C(N)=O)cc1)c1ccccc1 (centres undefined) | -1% | 0% | 16% | -0.5 | 11 | 7 | -6% | 11 | -2%
Cc1c(-c2ccccc2Br)nc2ccccc2c1C(=O)O | -7% | -1% | 10% | 1.0 | 9 | 5 | -3% | 8 | -11%
O=C(O)C1CCCCN1S(=O)(=O)c1cccc2nsnc12 (centres undefined) | 0% | 0% | 5% | -0.5 | -12 | 6 | 0% | 6 | -7%

# More entries follow:
SMILES,PLK1 PBD block,GLP1R ag,GLP1R inv ag,IL2 activator,DRD3 agonist,PI5P4K alpha inh,WRN helicase inh,DRD3 antagonist,GLP1R cytotox
CCOC(=O)c1c(NC(=O)COC(=O)c2nccnc2N)sc(C(=O)N(C)C)c1C,-10%,2%,12%,0.2,1,-13,-8%,15,-14%
CNS(=O)(=O)c1ccc(NC(=O)c2ccccn2)cc1,-11%,5%,6%,4.4,-1,0,-7%,-1,21%
Cc1ccc(/C=C2/C(=N)N3N=C(CC(=O)N4CCCC4)SC3=NC2=O)o1,2%,-4%,2%,0.9,-9,-5,1%,6,-19%
N#C/C(=C\C=C\c1ccccc1)C(=O)NCc1cccnc1,24µM*,8%,-7%[0.307 µM],0.5,0,-8,-4%,3,6%[0.307 µM]
Cc1ccc(S(=O)(=O)N2CCCC(c3nnc4n3-c3ccccc3SC4)C2)cc1 (centres undefined),3%,5%,-13%,-0.2,8,1,-3%,9,-14%
CN(CCNC(=O)c1ccc(N2CCCC2=O)cc1)CCc1ccccc1,-5%,4%,7%,-0.3,-12,6,-4%,-8,-3%
CCC(C)NS(=O)(=O)c1ccc(OCC(=O)NCc2cccnc2)cc1 (centres undefined),-1%,0%,7%,1.0,4,·,9%,14,1%
CC1CCCN(S(=O)(=O)c2ccc(-c3ccc(=O)[nH]n3)o2)C1 (centres undefined),-2%,1%,35%[activator],-0.3,0,-8,-2%,-18,2%
Cc1cccc(NC(=S)N(C)C2(c3ccccc3Cl)CCCCC2=O)c1 (centres undefined),2%,-12%,6%,-2.1,2,·,3%,18,6%
COc1ccc(-n2cc(CNCCc3nc(C)cc(C)n3)c(-c3ccccc3Cl)n2)cc1,-4%,19%,10µM*,1.2,-25,4,3%,-85*,?
Cc1ccc(-n2nnnc2SCC(=O)N2CCN(C(=O)c3ccco3)CC2)c(C)c1,-7%,-4%,-18%,0.2,1,3,-6%,26,-11%
Cc1cc(C)nc(NS(=O)(=O)c2ccc(NC(=O)CCC(=O)O)cc2)n1,-10%,-5%,3%,-0.1,-3,2,-29%,-9,5%
CC(C)(C)n1nc2c(c1NC(=O)c1cccc(C(F)(F)F)c1)CS(=O)C2 (centres undefined),3%,-1%,-2%,0.3,2,-1,-3%,21,-14%
Cc1cccc(C(C(=O)NC2CCCCC2)N(C(=O)c2csnn2)C2CC2)c1 (centres undefined),1%,8%,-17%,0.2,-8,-1,1%[57.1 µM],-5,3%
COC(=O)C1=C(C)NC(=O)/C1=C\N(C)C,-17%,7%,4%,-3.3,5,-4,-7%,0,0%
O=C(O)c1ccccc1CSc1nc2ccccc2[nH]1,-21%,-3%,-25%,3.0,-7,-9,-12%,8,6%
COc1ccc(-c2noc(CCC(=O)N3CCN(c4cccc(C(F)(F)F)c4)CC3)n2)cc1,-4%,4%,-28%,0.4,11,-1,-6%,42,-8%

# High-throughput results: PubChem, National Center for Advancing Translational Sciences (NCATS)
